Assay outcomes from PubChem.
NR2E3 ag-1: agonists of human nuclear receptor NR2E3; Q9Y5X4; GST-NR2E3/biotin-RetCOR TR-FRET, 1536-well; inhibition of corepressor binding, % at 4.78 µM; hit rate 0.12% among 320,000; AID 2300;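 active = percent inhibition above the cutoff of mean plus 3 SD of all tested compounds, set per screening campaign, cut at about 20% in these data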;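 also: 0% = DMSO wells and 100% = biotin wells as full block of FRET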
Target sequence (Q9Y5X4 whole entry, looked up): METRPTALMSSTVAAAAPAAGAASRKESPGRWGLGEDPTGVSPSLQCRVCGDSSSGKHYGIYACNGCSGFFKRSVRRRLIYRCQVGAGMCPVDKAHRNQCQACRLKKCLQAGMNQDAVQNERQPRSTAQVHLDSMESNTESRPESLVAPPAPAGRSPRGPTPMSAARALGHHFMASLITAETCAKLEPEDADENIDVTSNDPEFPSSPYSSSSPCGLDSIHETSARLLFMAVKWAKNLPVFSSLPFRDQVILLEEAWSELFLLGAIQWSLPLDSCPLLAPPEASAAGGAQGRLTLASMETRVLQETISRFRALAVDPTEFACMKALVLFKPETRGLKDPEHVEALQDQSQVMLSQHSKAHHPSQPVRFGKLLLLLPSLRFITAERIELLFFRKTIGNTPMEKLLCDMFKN
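Material: NR2E3–RetCOR corepressor complex | Quantity: 1.35 nM GST-tagged NR2E3 final | Schedule: 5 h at 4 °C | Replication: Singlicate compound wells | Reagent: RetCOR corepressor, biotinylated, 7 nM | Controls: Biotin wells as high control, 0.6% DMSO wells as low control | Signal: TR-FRET, Eu(K)-anti-GST donor, streptavidin-D2 acceptor, ex 340, em 617/671 nm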
HIF-2a block: blocks HIF-2a reporter activity; 786-0 RCC cells HIF-2a reporter, luciferase luminescence, overnight; inhibition, % at 18.8 µM; hit rate 0.72% among 360,000; AID 624352;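 active = inhibition of the luminescence signal of 40% or more relative to plate controls, in a single-dose primary screen at 18.75 µM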
TRPM1 prom inh: inhibitors of MITF-driven TRPM1 promoter in melanoma cells; inhibition, % at 12.5 µM; hit rate 0.83% among 330,000; SK-MEL-5 TRPM1 promoter luciferase, 24 h;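 active = mean inhibition across replicates of 60% or more, whatever share of single replicates reaches that level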; also: values of inactives mirror those of a sister screen read the other way
KKLEB tox: counter-screen for CF NF-kB inhibitors: cytotoxicity; hit rate 0.36% among 360,000; activity change (cytotoxicity), % at 5 µM; AID 602141; KKLEB CF airway cells viability, ATPlite luminescence, overnight; active compounds read low; cells stimulated with P. aeruginosa culture filtrate;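 active = corrected activity change at or below -50% at 5 µM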
Peg3 prom inh: inhibitors of Peg3 promoter. HeLa PEG-Prom luciferase reporter, luminescence, overnight. inhibition, % at 20 µM. hit rate 1.7% among 360,000. AID 588405;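 active = inhibition of at least 50% at 20 µM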
hiPSC survival: increases survival of single human iPS cells | hit rate 0.044% among 360,000 | hiPSC single-cell survival, ATPlite luminescence; 100% = ROCK inhibitor wells, 0% = DMSO | survival enhancement, % at 20 µM | AID 602274; in the data active = survival enhancement above about 18%;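 also: cells exposed to compounds for 16 hours before the ATP read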
C8 TRAIL sens: caspase-8 TRAIL sensitization; inhibition (viability loss, TRAIL sensitization), % at 10 µM; NB7+C8 cells + TRAIL, ATPlite viability luminescence; hit rate 1% among 360,000;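 active = compounds causing at least 50% loss of cell viability in the single-dose screen, relative to plate controls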
CF NFkB block: cystic fibrosis NF-kB activation inhibition; KKLEB NF-kB-GFP reporter, PAF-induced, GFP fluorescence overnight; inhibition, % at 5 µM; hit rate 0.86% among 360,000; AID 588850;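 active = at least 50% inhibition at 5 µM, scaled per plate between neutral and stimulator controls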;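 also: PAF is a Pseudomonas aeruginosa culture filtrate used as stimulus; plate controls were PAF-stimulated DMSO wells for no effect and unstimulated DMSO wells for full effect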
NR2E3 ag-2: human photoreceptor-specific nuclear receptor agonism | CHO-S Gal4-NCOR/VP16-NR2E3 two-hybrid, luciferase | Q9Y5X4 | hit rate 0.35% among 360,000 | inhibition of corepressor binding, % at 3.98 µM | AID 602229;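 active = inhibition above the mean of all tested compounds plus 3 SD, cut at about 70% in these data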;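 also: 0% = DMSO with NR2E3 transfected cells and 100% = cells lacking NR2E3 construct; higher means lower luciferase signal from less NR2E3 corepressor binding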
Shn3 inh set2: inhibitors of Schnurri-3 3'UTR reporter in osteoblasts | inhibition, % at 12.5 µM | hit rate 0.52% among 360,000 | AID 588674 | Clone20 osteoblast Shn3 3'UTR firefly luciferase, 24 h;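 active = mean inhibition of at least 75% with every replicate also reaching 75%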;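 also: 0% = median of neutral control wells and 100% = pilot-screen positive control compound; some compounds past the cut are filed as inactive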
LMP1 NFkB inh: inhibitors of Epstein-Barr LMP1-induced NF-kappaB reporter | LMP1-induced NF-kappaB luciferase reporter cells, luminescence | AID 504558 | inhibition, % at 12.5 µM | hit rate 0.69% among 350,000; in the data active = inhibition above about 41%;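 also: 0% = neutral control wells and 100% = reference inhibitor control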
* marks the source's active call; other numbers are inactive results; / = no result given. This is a subset. The share of hits here may be higher or lower than overall.

compound	NR2E3 ag-1	hiPSC survival	HIF-2a block	CF NFkB block	C8 TRAIL sens	TRPM1 prom inh	KKLEB tox	NR2E3 ag-2	LMP1 NFkB inh	Shn3 inh set2	Peg3 prom inh
CCN(c1ccc(NC(=O)CSc2nnc3nc(C)cc(C)n23)cc1)C(C)C	-3	-2.0	-13	4	9	5	6	-20	3	-7	-6
Nc1nc(-c2cccnc2)nn1C(=O)COc1ccccc1	-1	-1.0	11	20	1	0	1	8	2	-13	16
Cc1cc(NC(=O)CN2C(=O)NC(CC(C)C)C2=O)no1 (configuration not stated)	/	-0.1	4	21	8	-2	12	-10	-2	3	-3
CC(C)(C)n1nc2c(c1NC(=O)c1cccs1)CS(=O)C2 (configuration not stated)	1	0.9	6	1	1	-4	2	-14	-6	12	-4
N/C(=N\OC(=O)/C=C/c1ccccc1Cl)c1ccncc1	1	2.1	-216	-12	8	-98	2	-41	-24	-106	-281
CCOC(=O)C1=NNC(C(=O)c2ccc(OC)cc2)C1c1ccccc1 (configuration not stated)	0	2.2	1	-7	-10	5	2	-21	25	72	2
C[C@H](CO)N1C[C@H](C)[C@@H](CN(C)S(=O)(=O)c2ccccc2)Oc2c(NS(=O)(=O)c3cccs3)cccc2C1=O	/	-3.1	6	10	7	2	-8	-19	-1	-10	-4
CCCN1CCN(CCCNC(=O)c2ccc3nc(N4CCCCC4)sc3c2)CC1	4	1.0	-142	-40	-4	-22	-11	-105	-38	-31	-101
Cc1nc2ccc(NC(=O)c3cc(Cl)ccn3)cc2s1	0	-0.5	-171	-34	14	-51	5	-150	-10	-21	-228
CN(CC(=O)Nc1ccc(F)c(F)c1F)C(=O)/C=C/c1ccco1	/	2.5	-16	-4	7	-9	-4	14	1	10	-20
CCOc1ccc(C(=O)Nc2ccc(S(=O)(=O)N3CCN(C)CC3)cc2)cc1	2	-0.8	14	28	2	9	-2	-6	9	0	0
Cc1ccccc1CC(=O)Nc1ccon1	1	-0.3	9	1	-5	6	-7	4	5	-13	2
Cc1ccc(N2CC(C(=O)N3CCC(C(=O)Nc4cccc(Br)c4)CC3)CC2=O)cc1 (configuration not stated)	-2	1.1	12	-33	-1	12	-7	13	-6	11	11
C(=N\n1cnnc1)/c1ccc(OCc2ccccc2)cc1	-3	-0.4	-34	-3	6	-51	5	-68	-2	-25	-65
Cc1oc2ccc(NS(=O)(=O)c3cccc4cccnc34)cc2c1C(=O)OC(C)C	-4	0.6	20	4	-16	-4	2	-23	1	15	35
CCCCCCCCn1c(N2CCN(c3cccc(Cl)c3)CC2)nc2c1c(=O)[nH]c(=O)n2C	1	1.6	12	-6	34	-1	-18	4	-20	-3	5
NC(=O)C1CCN(C(=O)CCSCc2ccc(Cl)c(Cl)c2)CC1	3	-0.1	17	-8	-15	-15	11	11	-16	-6	3
Cc1cc(C(=O)N2CCCC(Nc3ccc(C(C)C)cc3)C2)nn1C (configuration not stated)	3	-0.5	-1	3	-3	-2	4	4	-2	8	-7
Cc1ccc2ncnc(Oc3ncccc3[N+](=O)[O-])c2c1	2	2.9	-40	3	-18	-3	-4	-33	-4	-19	-34
Cc1nc(CCNC(=O)C2CCC(=O)N(Cc3cccc(F)c3)C2)sc1C (configuration not stated)	-2	-0.1	-2	0	3	6	-2	-12	-4	-11	-11
NC(=O)CN1CCN(c2nc(-c3ccc(F)cc3)cs2)CC1	-3	1.6	-47	1	-2	-4	-1	-15	1	0	-35
CCN(CC)C(=O)CNC(=S)N(CCCN1CCOCC1)Cc1cccs1	-1	0.0	13	-6	-6	-1	6	-20	-17	2	9
COc1ccc(CC(=O)Nc2cccc(-c3ccc4nncn4n3)c2)cc1OC	-3	-0.5	8	12	8	11	-16	-6	11	21	17
CCOC(=O)CNC(=O)CNC(=O)c1nn(-c2ccc(OC)c(Cl)c2)c(=O)c2ccccc12	1	0.6	10	-19	6	-5	1	14	0	2	6
O=S(=O)(c1ccccc1Cl)N1CCC(O)(c2cccnc2)CC1	4	-0.6	5	-7	-5	-1	17	-32	0	0	5
O=C1c2ccccc2-c2nnc(-c3ccc(F)cc3)cc21	2	-1.9	-141	-10	83*	6	-16	-47	11	-26	-11
COc1ccc(OC(=O)CCc2c[nH]c3ccccc23)cc1	1	4.5	14	9	-2	9	0	20	5	3	1
C[C@H](CO)N1C[C@H](C)[C@H](CN(C)C(=O)Nc2ccccc2F)OCc2cnnn2CCCC1=O	/	3.5	-9	9	-12	/	-5	-3	0	-5	8
CCN(CC(=O)Nc1ccc(NC(C)=O)cc1)CC(=O)Nc1ccc(Cl)c(Cl)c1	-4	-0.3	14	-8	29	12	4	-7	-4	10	19
COc1ccccc1C1C(C#N)=C(N)Oc2cc(C)n(Cc3ccccn3)c(=O)c21 (configuration not stated)	0	-0.6	7	-15	-7	9	0	6	-1	2	-5
COc1ccc(CNC(=O)c2cn(Cc3ccc(OC(C)=O)cc3)c(=O)s2)cc1	/	4.1	8	-18	11	/	2	-36	/	-2	-2
O=C(Nc1cccc(Cl)c1)Nn1cnnc1	2	-0.2	18	-10	-2	-8	5	-2	2	-3	18
O=C(CC(=O)N/N=C/c1ccc(F)cc1)N/N=C/c1ccc(F)cc1	1	1.2	13	-12	-7	0	10	8	0	-10	-5
CCCCSc1nnc(CSc2nc3nc(C)cc(C)n3n2)o1	4	2.5	6	-16	19	1	7	11	-5	-17	10
COc1ccc([C@H]2CC(=O)C=C(c3ccc(-c4ccccc4)c(F)c3)C2)cc1OC	2	-1.2	-22	44	2	-3	-20	26	27	19	14
N#CC1=C(N)C(C#N)(C#N)C(c2cccnc2)C2CN(C(=O)OCc3ccccc3)CC=C12 (configuration not stated)	-2	9.7	2	-13	-5	11	-6	-17	-5	-11	-36
Nc1nc(SCC(=O)c2c(N)n(C3CC3)c(=O)[nH]c2=O)n[nH]1	/	-0.4	20	18	2	-11	1	-10	-1	-13	1
CCCCCCN1CC(C(=O)OCC)C(=O)C1=O (configuration not stated)	1	0.1	23	-14	4	-7	5	-20	-3	-9	13
O=C(NC1CCCCCC1)c1ccc(CS(=O)(=O)Cc2ccc(F)cc2)o1	-2	-0.6	-72	-2	2	-45	0	-15	-8	-25	-39
CCOC(=O)N1CCN(C(=O)c2cc3cc(OC)c(OC)cc3[nH]2)CC1	/	-0.4	15	5	3	5	6	-16	5	12	11
CC1CC(C)(C)NC(=S)N1CCC(=O)N1CCc2ccccc21 (configuration not stated)	-3	0.8	11	-6	-2	-2	-5	5	1	11	9
O=C(O)Cc1c(O)ccc2ccccc12	2	-4.1	14	4	-5	1	-5	-3	-6	2	8
Cc1ccc(CNC(=O)CSc2n[nH]c(N)n2)cc1	-2	-1.3	17	9	-6	1	2	-6	0	-4	14
Cc1nc(C)c(C(=O)O)s1	2	0.3	8	1	1	4	-5	3	-2	-5	13
CCCS(=O)(=O)N1CCC(C(=O)NC2CCC(C)CC2)CC1 (configuration not stated)	4	-0.1	-100	-4	-1	-67	6	-65	-11	-23	-165
O=C(Nc1ccc(S(=O)(=O)NCC2CCCO2)cc1)c1ccc(F)cc1 (configuration not stated)	2	-0.4	3	-2	1	19	1	24	9	54	1
COc1cc(CNCc2cccs2)ccc1OCc1cccs1	1	-2.8	-108	2	14	-40	1	7	4	-5	-66
CC1CCN(C(=S)NC(=O)c2ccco2)CC1	0	-0.3	4	-11	-7	-1	22	-28	8	1	10

Next part, starting with the last two of the part before.
compound	NR2E3 ag-1	hiPSC survival	HIF-2a block	CF NFkB block	C8 TRAIL sens	TRPM1 prom inh	KKLEB tox	NR2E3 ag-2	LMP1 NFkB inh	Shn3 inh set2	Peg3 prom inh
COc1cc(CNCc2cccs2)ccc1OCc1cccs1	1	-2.8	-108	2	14	-40	1	7	4	-5	-66
CC1CCN(C(=S)NC(=O)c2ccco2)CC1	0	-0.3	4	-11	-7	-1	22	-28	8	1	10
COc1ccc(C(=O)Nc2ccccc2C)cc1S(=O)(=O)N1CCOCC1	1	0.6	1	8	-19	1	-7	-11	-2	-5	0
CCCc1cc(-c2nc(-c3ccc(Cl)cc3)cs2)ccn1	-2	4.2	-203	-9	12	-19	2	-36	-10	-8	-42
Cc1nc2c(ccc3nc(NC(=O)C(c4ccccc4)c4ccccc4)sc32)s1	-2	2.5	0	1	20	36	-18	-6	3	22	2
COc1ccccc1CC(=O)NC1CCCc2ccccc21 (configuration not stated)	1	2.4	-2	13	5	4	4	-13	-4	15	-5
Cc1cc(C(=O)COc2ccc(C#N)cc2)c(C)n1-c1ccc2c(c1)OCO2	-2	-0.9	-26	-7	23	17	0	-21	9	46	-8
O=C(COc1cccc(C(F)(F)F)c1)Nc1cccnc1	5	0.3	-12	-5	5	3	11	-31	6	3	1
COC(=O)c1ccc(C(c2c(C)[nH][nH]c2=O)c2c(C)[nH][nH]c2=O)cc1	3	0.2	13	10	-7	-5	-10	-16	-6	0	-2
O=C(NNS(=O)(=O)c1ccc(Br)cc1)c1sccc1-n1cccc1	0	-0.7	8	0	-3	4	4	15	2	0	6
CCNC(=O)CN(c1ccc(C)cc1)S(=O)(=O)c1ccc(SC)cc1	2	-1.0	6	7	-6	-3	-5	-3	-3	-7	9
COc1ccc(OC)c2c(C)c(C)[nH]c12	-8	1.0	14	-26	34	5	10	-15	2	10	-3
CC(C)OP(=O)(c1ccc(N(C)C)cc1)C(O)c1ccccc1 (configuration not stated)	-2	-1.7	16	-12	-22	-7	13	-7	2	-17	1
O=C(O)c1ccccc1CSc1ncccc1C(=O)O	2	0.0	7	-15	-4	3	-14	-3	6	22	12
CCN(C(=O)CSc1nc2scc(-c3ccccc3)c2c(=O)n1N)C1CCS(=O)(=O)C1 (configuration not stated)	/	0.6	-5	-11	-20	0	6	-8	9	9	14
Cc1ccc(NC(=O)OCc2cncs2)cc1	0	-1.8	-268	-11	3	-56	0	-44	-22	-45	-175
COc1cc(NC(=O)Nc2ccc(Cl)c(Cl)c2)c(C(=O)O)cc1OC	2	0.4	3	-8	-8	-3	1	-11	-6	-9	7
COc1ccc(C(C)C)cc1-c1cc(C(=O)NCc2cccc(C(F)(F)F)c2)[nH]n1	/	-2.6	-2	20	2	/	-25	16	/	21	13
CCOC(=O)CN1C(=O)N[C@@H](c2cccc(C(F)(F)F)c2)C(C(=O)OC)=C1C	-3	0.0	11	-8	-6	-9	9	21	0	13	5
O=C(Nc1cccc(-c2nc3ncccc3o2)c1)c1sc2cc(Cl)ccc2c1Cl	8	-3.7	-202	9	16	-36	5	-30	-1	-53	-146
